Pol kappa inh – blocks human DNA polymerase kappa activity; Q9UBT6; purified Pol kappa, fluorescent DNA synthesis assay, 10 min; Potency, µM (highest dose often 107 µM), inactives show at the highest dose activity, negative = inhibition, actives largely listed as inhibitors; 400,000 compounds, 0.53% hits; also: potency is read from the fitted curve at half-maximal effect; % is scaled to controls: 0 for no effect and ±100 for the full control effect
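Enzyme at 10 nM met test compounds for 15 min at room temperature. Substrate addition (50 nM final) began the reaction, which was monitored by fluorescence at 0 and 10 min.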
POLH inh – inhibitors of human DNA polymerase eta; Q9Y253; recombinant Pol eta, fluorescent DNA replication assay; Potency, µM (titrated, usually from 114 µM), inactives show top-dose activity change, negative = inhibition, actives largely listed as inhibitors; 390,000 compounds, 1.2% hits; also: potency is read from the fitted curve at half-maximal effect; % is scaled to controls: 0 for no effect and ±100 for the full control effect
Target sequence (Q9Y253 whole entry, looked up): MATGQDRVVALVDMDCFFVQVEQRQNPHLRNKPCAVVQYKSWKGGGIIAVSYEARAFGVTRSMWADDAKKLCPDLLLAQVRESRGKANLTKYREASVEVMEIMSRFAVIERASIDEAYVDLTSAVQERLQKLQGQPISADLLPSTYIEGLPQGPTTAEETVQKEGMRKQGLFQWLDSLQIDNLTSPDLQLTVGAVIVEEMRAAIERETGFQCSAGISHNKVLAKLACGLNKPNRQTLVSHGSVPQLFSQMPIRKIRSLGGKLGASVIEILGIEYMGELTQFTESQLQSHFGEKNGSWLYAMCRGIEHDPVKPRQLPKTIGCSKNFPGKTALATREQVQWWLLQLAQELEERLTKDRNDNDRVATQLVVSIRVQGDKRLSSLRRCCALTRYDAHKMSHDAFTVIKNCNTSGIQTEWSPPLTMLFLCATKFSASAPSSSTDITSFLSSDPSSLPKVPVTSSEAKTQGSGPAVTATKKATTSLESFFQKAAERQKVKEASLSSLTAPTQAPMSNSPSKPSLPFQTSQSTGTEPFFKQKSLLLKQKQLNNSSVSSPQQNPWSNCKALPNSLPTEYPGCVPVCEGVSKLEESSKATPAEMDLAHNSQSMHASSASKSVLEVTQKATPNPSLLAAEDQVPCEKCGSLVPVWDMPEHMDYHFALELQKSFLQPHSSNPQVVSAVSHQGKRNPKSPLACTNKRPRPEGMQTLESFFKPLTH
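Pol eta (10 nM) was preincubated with compounds for 15 min at room temperature, after which fluorescent replication substrate (50 nM final) was added to start the reaction. Fluorescence was read kinetically at 0 and 10 min.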
POLI inh – blocks human DNA polymerase iota activity; Q9UNA4; Potency, µM (series often up to 115 µM), inactives show at the highest dose activity, negative = inhibition, usual class: inhibitors; 390,000 compounds, 1% hits; Pol iota fluorescent replication assay, 10 min; also: potency is read from the fitted curve at half-maximal effect
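Pol iota at 10 nM preincubated 15 min with compounds at room temperature; reaction started with fluorescent substrate, 50 nM final. Fluorescence read kinetically at 0 and 10 min; buffer-only wells as negative control.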
BLM inh – inhibitors of human Bloom syndrome helicase BLM; 350,000 compounds, 0.2% hits; P54132; Potency, µM (highest dose often 56.1 µM), without a hit: at the highest dose activity change, negative = inhibition, usual class: inhibitors; recombinant BLM DNA unwinding, fluorescence dequenching;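 also: potency is read from the fitted curve at half-maximal effect; plate controls were vehicle for no effect and no enzyme for full effect; nearly all actives have a fitted effect of over 35% in size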
RXFP1 antagonist – RXFP1 (human) relaxin receptor antagonism; Q9HBX9; HEK293-RXFP1, relaxin-stimulated cAMP HTRF, 30 min; hits give low values; activity change, negative = inhibition, % at 57.5 µM; 350,000 compounds, 0.59% hits; AID 1259400;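 active = activity change of -60% or lower, but not beyond a set lower limit; inconclusive = change between -60% and -40%, or beyond the set limit; inactive = change above -40%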; also: % is scaled to controls: 0 for no effect and ±100 for the full control effect
POLB inh – blocks human DNA polymerase beta activity. 340,000 compounds, 1.3% hits. AID 485314. Potency, µM (top dose mostly 114 µM), for the others: at the highest dose activity change, negative = inhibition, actives largely listed as inhibitors. Pol beta primer extension/strand displacement, fluorescence kinetic; also: potency is read from the fitted curve at half-maximal effect; % is scaled to controls: 0 for no effect and ±100 for the full control effect
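Kinetic readout of DNA synthesis with strand displacement by Pol beta. Compound and 10 nM enzyme sit 15 min at room temperature; 50 nM substrate starts the reaction, read immediately and at 10 min.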
APE1 inh – APE1 (human) endonuclease inhibition | P27695 | recombinant APE1, TAMRA/BHQ-2 abasic DNA cleavage fluorescence | Potency, µM (highest dose often 65.8 µM), inactives show at the highest dose activity change, negative = inhibition, hits mostly inhibitors | 350,000 compounds, 0.35% hits;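 also: potency is read from the fitted curve at half-maximal effect; plate controls were vehicle for no effect and reference inhibitor for full effect; nearly all actives have a fitted effect of over 55% in size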
Target sequence (P27695 whole entry, looked up): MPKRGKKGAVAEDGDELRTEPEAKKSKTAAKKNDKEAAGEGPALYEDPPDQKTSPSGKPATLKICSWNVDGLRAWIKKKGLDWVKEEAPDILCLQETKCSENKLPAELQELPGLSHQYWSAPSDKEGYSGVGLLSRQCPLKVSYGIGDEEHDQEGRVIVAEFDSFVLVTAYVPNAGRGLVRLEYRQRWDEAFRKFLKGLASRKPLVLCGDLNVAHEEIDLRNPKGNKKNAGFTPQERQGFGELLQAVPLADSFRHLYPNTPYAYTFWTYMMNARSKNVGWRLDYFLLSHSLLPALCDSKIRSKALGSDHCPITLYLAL
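Kinetic fluorescence read (525 ex/598 em nm, three reads 60 s apart) of AP-site incision; signal = third minus first read. Enzyme 0.75 nM, dual-labelled THF duplex 50 nM, compound preincubation 15 min RT.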
Tb PGK inh – T. brucei PGK inhibition; P07378; PGK/GAPDH coupled, Kinase-Glo luminescence, 60 min; Potency, µM (titrated, usually from 57.5 µM), for the others: at the highest dose activity change, negative = inhibition, usual class: inhibitors; 380,000 compounds, 0.043% hits; AID 602233; also: potency is read from the fitted curve at half-maximal effect; % is scaled to controls: 0 for no effect and ±100 for the full control effect; nearly all actives have a fitted effect of over 60% in size
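Recombinant glycosomal PGK reaction used 1,3-bisphosphoglycerate generated in-well by GAPDH (100nM final) in 100mM TEA pH 7.6, 5mM MgCl2, 0.01% Tween-20. After 60 minutes at room temperature, ATP was read by Kinase-Glo Plus luminescence end-point.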
Apoferritin bind – binds horse apoferritin like a general anesthetic. P02791. apoferritin/1-aminoanthracene competitive binding, fluorescence. Potency, µM (highest dose often 77.5 µM), for the others: top-dose activity change, negative = displacement, actives largely listed as inhibitors. 350,000 compounds, 0.074% hits. AID 485281; also: potency is read from the fitted curve at half-maximal effect; % is scaled to controls: 0 for no effect and ±100 for the full control effect; nearly all actives have a fitted effect of over 20% in size
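Read-out: endpoint 1-AMA fluorescence, excitation 380 nm and emission 535 nm, after compounds sit 10 min at room temperature with 10 uM horse-spleen apoferritin in 50% saturated 1-AMA/PBS. Values come from four-parameter Hill fits.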
* marks the source's active call; other numbers are inactive results; i = inactive; ? = inconclusive; / = not tested or not shown; & = joins results of further samples; [ ] = another dose, or the depositor's remark. Unless noted, calls follow the shape of the dose curve; as a rule, active = well fitted curve in the direction sought with a large enough effect; inconclusive = small, poorly fitted or top-dose-only effect, or another doubt; inactive = no such curve, though single readings can be large; an effect the other way counts as inactive or inconclusive.

SMILES	Pol kappa inh	POLH inh	POLI inh	BLM inh	RXFP1 antagonist	POLB inh	APE1 inh	Tb PGK inh	Apoferritin bind
CN(CC(=O)Nc1ccc(F)cc1)C(=O)CNC(=O)C1CCCCC1	-8%	-4%	-1%	/	3	/	11%	4%	/
CCOC(=O)c1cnn(-c2ccc(C(C)C)cc2)c1NC(=O)C1CCC1	5%	2%	17%	-2%	-17	39%	-3%	-4%	-13%
O=c1c2ccccc2nc(/C=C/c2cccnc2)n1CCc1ccccc1	-22%	?	7.9µM*	-8%	-6	17%	-4%	-10%	0%
O=C(O)C1CCN(C(=O)CSc2nc3ccccc3c(=O)n2Cc2ccccc2)CC1	3%	-2%	12%	2%	-28	13%	27%	2%	0%
O=C1C(=O)N(CCN2CCOCC2)C(c2cccnc2)/C1=C(/O)c1ccccc1 (stereo not given)	/	/	/	-1%	/	1%	1%	/	-7%
COc1ccc(CC(=O)OCC(=O)NCCc2ccccc2)cc1OC	-16%	-10%	-8%	5%	-5	-1%	5%	-9%	-2%
COc1ccc(OC)c(S(=O)(=O)Nc2cccc3c(O)cccc23)c1	-2%	-4%	62%[activator]	/	8	/	/	-7%	/
COc1cc(/C=N/NC(N)=S)ccc1OCC(=O)Nc1ccc(C)cc1	-2%	12%	?	-1%	-9	4%	-3%	12%	-1%
CN(Cc1cccs1)c1nc(-c2cccnc2)nc2ccccc12	-3%	1%	109%[activator]	-5%	-33	0%	12%	-5%	-18%
CCCOC(=O)c1ccc(NC(=O)c2ccccc2[N+](=O)[O-])cc1	-7%	-1%	-23%	4%	3	28%	0%	-8%	?
O=C(O)c1ccc(/C=N/NC(=O)c2ccc(CN3c4cccc5cccc(c45)S3(=O)=O)cc2)cc1	?	22µM*	25µM*	-27%	13	?	2%	?	-4%
O=C(Cc1ccccc1)NN1C(=O)C2C3C=CC(C4CC34)C2C1=O (stereo not given)	-5%	-15%	-8%	-1%	5	34%	5%	-7%	-10%
CCn1c(=O)c(C(C)=O)nc2ccccc21	-6%	1%	30%	-6%	-3	40%	-2%	-3%	-16%
COc1ccccc1OCc1nc(C#N)c(NCc2ccc(C)cc2)o1	-23%	-26%	8%	-4%	-39	-9%	/	-3%	49%[activator]
O=C(NC12CC3CC(CC(C3)C1)C2)c1cccc(OC(F)F)c1	-10%	-12%	219%[activator]	-15%	-19	7%	-10%	8%	?
CCOc1ccc(C(=O)NCC(=O)NCC(c2ccco2)N2CCCCC2)cc1OCC (stereo not given)	-7%	-13%	38%[activator]	/	-1	/	-10%	5%	/
COc1ccc(NC(=O)C(=O)N2N=C(C(C)C)CC2(O)C(F)(F)F)cc1 (stereo not given)	-7%	1%	1%	-3%	-5	2%	-5%	4%	-8%
COc1cc(C)ccc1OCCOCCOc1cccc2ccc(C)nc12	-3%	-14%	-17%	-1%	-6	-3%	2%	-6%	-16%
COc1ccc(-n2cc(-c3ccc(Br)cc3)[nH]c2=S)cc1	-10%	-23%	94%[activator]	-2%	-32	2%	3%	-9%	5%
CCCC(=O)NC(c1ccco1)c1c(O)ccc2ccccc12 (stereo not given)	-5%	-18%	40%	-4%	4	-26%	-3%	-1%	6%
COc1ccccc1CNC(=O)CSCc1cnn(-c2ccccc2)c1-n1cccc1	-7%	0%	8%	-10%	-8	-2%	-1%	2%	6%
O=S(=O)(c1cccs1)N1CCCc2ccccc21	-4%	-10%	3%	-6%	13	-2%	-5%	-5%	-2%
COc1ccccc1NC(=O)c1sc2cccc(Cl)c2c1Cl	-12%	-4%	6%	-5%	1	1%	/	-7%	-6%
C#CCN(Cc1ccco1)C(=O)c1ccc(OC2CCN(Cc3ccccn3)CC2)cc1	-9%	-6%	-9%	/	-10	/	/	-5%	/
COCCNC(=O)c1ccc2c(c1)CCN2S(C)(=O)=O	0%	-13%	-10%	-1%	-12	26%	-1%	-6%	0%
O=C(c1ccc(CS(=O)c2ccc(F)cc2)o1)N1CCN(C2CCCCC2)CC1 (stereo not given)	-7%	-6%	34%[activator]	2%	-9	?	-2%	10%	-6%
O=C1CN(C(=O)c2ccc3nc(Cc4cccc(Cl)c4)oc3c2)CCN1	-1%	-5%	0%	0%	-14	21%	-7%	2%	-7%
O=C(C1CCN(C2CCN(Cc3ccc4c(c3)CCO4)CC2)CC1)N1CCCC1	1%	-5%	7%	-1%	-22	18%	2%	7%	-5%
COc1cc(C(=O)Nc2ccc(S(=O)(=O)Nc3nccc(C)n3)cc2)cc(OC)c1OC	2%	-8%	-9%	-2%	-14	-10%	6%	-8%	10%
COc1ccc(C(C)(C)C)cc1NS(=O)(=O)c1cccc2cccnc12	-4%	-15%	11%	-13%	3	1%	14%	-7%	8%
CCN(c1ccccc1)S(=O)(=O)c1ccc(Cl)c(C(=O)NCCc2ccc(OC)cc2)c1	-2%	-12%	13%	0%	-1	-1%	7%	i	-6%
O=[N+]([O-])c1ccc2[nH]c(O)c(N=NC3CCS(=O)(=O)C3)c2c1 (stereo not given)	3%	-3%	72%[activator]	-6%	-7	-1%	-1%	4%	-7%
O=C(O)c1ccccc1OCc1ccccc1Cl	-8%	1%	-8%	1%	-2	3%	10%	10%	0%
O=C(/C=C/c1cccs1)Nc1nccs1	-6%	7%	-18%	-8%	1	-6%	1%	-10%	-4%
CSc1ccc(C#N)cc1NC(=O)c1ccc(Cl)cc1Cl	-5%	-4%	15%	-1%	/	-15%	3%	19%	4%
COC(=O)c1ccc(CSc2nc3c(c(=O)n2-c2ccc(Br)cc2)SCC3)o1	-6%	1%	-24%	-5%	6	-1%	-3%	-6%	-12%
Cc1cc(Cl)ccc1Nc1ncccc1C(N)=O	-13%	-15%	22%	-5%	-15	6%	1%	-4%	?
COc1ccc(C2=Nn3c(C)nnc3SC2)cc1	-12%	-2%	-12%	3%	0	17%	22%	2%	-10%
CC(C)(C)c1cc[n+](/C(C(=S)Nc2ccccc2F)=C(/[O-])c2ccc3c(c2)OCCO3)cc1	-20%	-15%	96%[activator]	-7%	-12	-1%	-6%	4%	-9%
Cc1nc2nc(N)nn2c(C)c1C/C=C/c1ccccc1	-5%	-6%	29%	-1%	18	5%	3%	-8%	-3%
COc1cc(NC(=O)[C@@H]2CCCN2S(=O)(=O)c2cccc3cccnc23)cc(OC)c1OC	-4%	2%	8%	/	/	/	-1%	-10%	/
O=C(NC1CCCCC1)c1cccc(S(=O)(=O)N2CCOCC2)c1	0%	-23%	0%	5%	-4	1%	5%	4%	-6%
COc1ccccc1Cc1noc(COc2cccc(C)c2C)n1	-20%	-7%	2%	-11%	-9	14%	1%	-3%	2%
CC(=O)Nc1scc(C)c1-c1nc2ccccc2s1	-1%	-23%	53%[activator]	0%	-15	?	-1%	i	-8%
CCC(=O)c1cc2c(cc1NC(=O)c1cccs1)OCCO2	-2%	1%	-8%	-4%	-18	16%	6%	-6%[11.5 µM]	-9%
Cc1ccc(N(C)C(=O)CCS(=O)(=O)c2ccc3c(c2)oc(=O)n3C)cc1	-14%	-4%	15%	-2%	1	9%	-10%	2%	-9%
COC(=O)Nc1snnc1C	-12%	-12%	22%	-3%	-5	21%	-4%	-1%	-7%
COc1ccc(-n2c(CN3CCC(C(N)=O)CC3)nc3ccc([N+](=O)[O-])cc3c2=O)c(OC)c1	1%	-6%	23%	-4%	2	-11%	-3%	i	?
CC(NC(=O)COC(=O)Cc1ccc(Cl)cc1)c1ccccc1 (stereo not given)	6%	-9%	27%	/	-10	/	15%	i	/
CC1CC1C(=O)Nc1nc2ccc(S(C)(=O)=O)cc2s1 (stereo not given)	-14%	2%	9%	-2%	-1	-16%	50%	8%	3%
Next part
SMILES	Pol kappa inh	POLH inh	POLI inh	BLM inh	RXFP1 antagonist	POLB inh	APE1 inh	Tb PGK inh	Apoferritin bind
O=C(Cc1ccccc1)N/N=C/c1cc(Br)c(Br)o1	-14%	-3%	?	2%	-17	1%	-1%	14%	?
CSc1ncccc1C(=O)Nc1ccc(S(=O)(=O)NC2=NCCCCC2)cc1	-2%	0%	20%	-5%	-3	3%	-3%	i	7%
Cc1ccc(N2CC(C(=O)Nc3ccc(N(C)C)cc3)CC2=O)cc1C (stereo not given)	-1%	-7%	-3%	-5%	-13	-28%	1%	i	9%
O=C(Oc1ccc([N+](=O)[O-])cc1)C1CC(=O)N(c2ccc3c(c2)OCCO3)C1 (stereo not given)	-42%	?	79µM*	/	-3	/	?	-13%	/
Cn1cc(/C=N\NC(=O)C2COc3ccccc3O2)c2ccccc21 (stereo not given)	/	/	/	1%	/	?	3%	/	-7%
COc1ccccc1CC(Cc1nc2ccccc2[nH]1)c1nc2ccccc2[nH]1 (stereo not given)	-9%	-19%	23%	-8%&-7%	-67*	14%	?	-7%	2%
Cc1cc(S(=O)(=O)N2CCOCC2)ccc1OCC(=O)Nc1ccc(F)cc1	-5%	0%	20%	0%	8	9%	8%	-2%	0%

In a second layout: entries from further up.
Cn1cc(/C=N\NC(=O)C2COc3ccccc3O2)c2ccccc21 (stereo not given)
  Pol kappa inh: /
  POLH inh: /
  POLI inh: /
  BLM inh: 1%
  RXFP1 antagonist: /
  POLB inh: ?
  APE1 inh: 3%
  Tb PGK inh: /
  Apoferritin bind: -7%
COc1ccccc1CC(Cc1nc2ccccc2[nH]1)c1nc2ccccc2[nH]1 (stereo not given)
  Pol kappa inh: -9%
  POLH inh: -19%
  POLI inh: 23%
  BLM inh: -8%&-7%
  RXFP1 antagonist: -67*
  POLB inh: 14%
  APE1 inh: ?
  Tb PGK inh: -7%
  Apoferritin bind: 2%
Cc1cc(S(=O)(=O)N2CCOCC2)ccc1OCC(=O)Nc1ccc(F)cc1
  Pol kappa inh: -5%
  POLH inh: 0%
  POLI inh: 20%
  BLM inh: 0%
  RXFP1 antagonist: 8
  POLB inh: 9%
  APE1 inh: 8%
  Tb PGK inh: -2%
  Apoferritin bind: 0%

Assay outcomes from PubChem.

Only part of the results is shown. The share of hits here may be higher or lower than overall.
